NPYLR7 agonist: agonists of mosquito NPYLR7 receptor, primary screen, cell-based, Aedes aegypti, calcium fluorescence, mosquito biting behavior; AID 1259423, 2018; HEK293T NPYLR7/Galpha15, GCaMP6s calcium fluorescence; activation, % at 10 µM; actives 0.15% (n = 270,000); Aedes aegypti neuropeptide Y-like receptor 7 (NPYLR7); in the data active = activation above about 40%;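 note: 0% = vehicle and 100% = reference agonist at the receptor; some compounds past the cut are filed as inactive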
mcGAS lum: cyclic GMP-AMP synthase inhibitors, mouse, primary biochemical chemiluminescence | actives 0.15% (n = 160,000) | Q8C6L5 | recombinant cGAS, Kinase-Glo ATP depletion luminescence | inhibition, % at 12.5 µM | AID 1259399, 2018;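 note: 0% = negative control wells and 100% = reference inhibitor with no enzyme activity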
hcGAS inh: Primary biochemical luminescence assay for human cyclic GMP-AMP synthase inhibitors; actives 0.081% (n = 290,000); inhibition, % at 12.5 µM; recombinant h-cGAS, ATP depletion, Kinase-Glo luminescence;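 note: 0% = vehicle reaction and 100% = reaction without DNA for no activity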
Target sequence (Q8N884 whole entry, looked up): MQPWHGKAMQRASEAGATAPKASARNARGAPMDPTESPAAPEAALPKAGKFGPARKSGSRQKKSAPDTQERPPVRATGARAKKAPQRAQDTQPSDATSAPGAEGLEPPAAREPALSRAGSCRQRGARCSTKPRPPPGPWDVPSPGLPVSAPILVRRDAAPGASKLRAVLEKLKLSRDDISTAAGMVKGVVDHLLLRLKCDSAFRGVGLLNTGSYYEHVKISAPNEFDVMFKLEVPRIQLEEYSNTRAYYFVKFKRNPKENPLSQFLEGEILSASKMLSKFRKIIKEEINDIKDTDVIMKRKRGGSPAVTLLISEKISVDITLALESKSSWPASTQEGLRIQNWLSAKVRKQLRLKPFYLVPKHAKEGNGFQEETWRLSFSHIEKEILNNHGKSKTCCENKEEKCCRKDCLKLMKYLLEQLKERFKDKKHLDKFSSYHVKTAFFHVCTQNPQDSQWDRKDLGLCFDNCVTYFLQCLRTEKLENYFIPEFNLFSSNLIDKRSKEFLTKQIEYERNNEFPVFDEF
Numbers without * were called inactive; / = no result given; & = joins results of further samples. Cut-off read from the data, not from the text of the source, unless noted: active = inhibition above about 40%; inactive = the rest.

SMILES	NPYLR7 agonist	mcGAS lum	hcGAS inh
COC(=O)c1ccc(CN2CCN(Cc3cccc(OC)c3)C(=O)C2)cc1	25	-8	-2
O=C(COc1ccc2c(c1)OCO2)N1CCN(c2ccc3nnc(C4CC4)n3n2)CC1	-1	-9	-5
CC(=O)NCCCC1=CCN(C2C=CCCC2)CC1 (centres undefined)	17	-9	-3
CC(C)c1ccc(NS(=O)(=O)Cc2ccccc2Cl)cc1	-4	/	-3
CCCCOc1ccc(S(=O)(=O)N2CCC(c3cn(Cc4cccc(F)c4)c4ccccc34)CC2)cc1	21	-8	-10
COc1ccc(C(NC(=O)C2CCN(CCc3ccccc3)CC2)c2ccccn2)cc1 (centres undefined)	25	-3	-8
CCC(C)NCCCCOc1cc(C)cc(C(C)C)c1 (centres undefined)	-8	/	-2
CCc1nc2c(OCC3CCCCC3)cccn2c1N(C)C(=O)c1cccc(OC)c1	15	-3	-5
Cc1nc(-c2ccccc2)sc1C(=O)N1CCN(c2cc(-n3ccnc3)ncn2)CC1	-17	-7	-1
O=C(COc1ccccc1)NC(=S)Nc1cccc([N+](=O)[O-])c1	0	/	-6
N#Cc1ccccc1-c1ccc(COc2coc(CN3CCN(C(=O)c4cc(Cl)sc4Cl)CC3)cc2=O)cc1	-1	-6	-3
O=C(NCc1ccon1)c1ccc2oc(CCCc3ccccc3)nc2c1	16	/	-6
O=C(Nc1ccccc1C(F)(F)F)c1c(O)c2ccccc2[nH]c1=O	-10	-3	-5
Nc1cc(-c2ccc(Br)cc2)ncn1	11	/	-8
Cc1cc(C)cc(CCC(=O)N2CCN(CCn3ccnc3)CC2)c1	9	-16	-4
CN1CCN(C(=O)CNC(=O)NCc2ccc(F)cc2)Cc2ccccc21	1	/	-7
CC(=O)O/N=C\c1c(Nc2ccc(C)cc2)nc2c(C)cccn2c1=O	-1	-1	-1
Cc1nnc(SCCC(=O)Nc2cnc3n2CCCC3)s1	-21	/	2
O=C(c1ccco1)N(Cc1ccccc1)Cc1nc2cc(Cl)ccc2o1	6	-5	-4
CCN(CC)S(=O)(=O)c1ccc(OC)c(NCc2cccc(C)c2)c1	-5	-14	-5
COC(=O)c1c(C(=O)OC)c2n(c1C)CCC2	8	/	-2
Cc1nc(CC(=O)N2CCCC(Nc3ccc(C)c(C)c3)C2)cs1 (centres undefined)	16	/	-4
CN(Cc1cccc(F)c1)C(=O)C1CCN(S(=O)(=O)c2ccc3c(c2)OCCCO3)CC1	9	2	0
CCCc1c(C(=O)NCC2CCCO2)cnn1-c1cccc(C)c1 (centres undefined)	/	-4	-6
CCOC(=O)c1nn(-c2ccccc2)c(=O)cc1OCC(=O)Nc1cc(OC)ccc1OC	10	/	-5
Going on with the list.
SMILES	NPYLR7 agonist	mcGAS lum	hcGAS inh
CCc1nc2c(OCc3ccc(C(F)(F)F)cc3)cccn2c1N(C)C(=O)CC(C)C	3	-3	-3
Cc1cc(C)n2nc(SCC(=O)NC(C)C34CC5CC(CC(C5)C3)C4)nc2n1 (centres undefined)	5	-8	-8
CCOC(=O)C1(C/C=C/c2ccccc2)CCCN(C(=O)CSC)C1 (centres undefined)	2	/	-12
NC1(CNC(=O)CCOc2ccc(F)cc2)CCCC1	8	/	-10
CCSc1nc2c(c(=O)n1-c1ccc(OC(F)(F)F)cc1)SCC2	-6	-8	-6
CCN(CC)C(=O)COc1ccc(N(C)S(=O)(=O)c2ccc(F)cc2)cc1	20	/	-7
CC(C)CN1C(=O)N(C)C(=O)C12CCN(Cc1nccs1)CC2	12	-6	-11
CC(C)COC(=O)Nc1ccc2nc(N3CCOCC3)sc2c1	7	-7	-10
O=S(=O)(c1ccc(Cl)cc1)N1CCOCC1	13	-4	-8
O=C1C(=Cc2c(NCCCn3ccnc3)nc3ccccn3c2=O)SC(=S)N1Cc1ccco1	7	-8	-13
O=C(Cc1ccc2c(c1)OCO2)N1CCC(CO)(Cc2ccccc2)CC1	9	/	-5
CCN1Cc2ccccc2CC1C(=O)N1C[C@H]2C[C@H](O)[C@@H](O)C[C@H]2C1 (some centres undefined)	8	-16	-7
Oc1cccc2ccc(/C=N\N=C/c3ccc4cccc(O)c4n3)nc12	-5	-3	-7
Fc1cccc(Cl)c1COc1ccccc1C1NCCc2[nH]cnc21 (centres undefined)	-6	-12	-4
COc1ccc(Cl)cc1NC(=O)CSc1nc(=O)n(N2CCN(C)CC2)c2c1CCC2	-4	-7	-5
CC(c1cc(F)ccc1F)N(C)C(=O)c1cc(Br)c[nH]1 (centres undefined)	-12	/	-9
O=S(=O)(N1CCc2ccccc2C1)N1CCCC1c1ccccn1 (centres undefined)	8	/	1
COc1ccc(CN(CCc2c[nH]c3ccccc23)C(=O)CN(CC(C)C)C(=O)Nc2cccc(C#N)c2)cc1OC	11	-9	-8
Cc1cc(-n2cccn2)ccc1CN1CCn2nc(C(=O)N3CCCC3)cc2C1	0	/	-4
CC(C)CC(=O)N1CCc2nc(-c3ccccc3)nc(N3CCCCC3)c2C1	-6	-5	-5
Cc1cc(N2CCCCC2)n2nc(C)c(-c3ccccc3Cl)c2n1	-1	-6	-3
C=Cc1ccc(Cn2c(C)c(C(=O)NCc3cccs3)sc2=O)cc1	3	/	7
Cc1cccc(NS(=O)(=O)c2ccc(C(C)(C)C)cc2)n1	3	-6	-3
Cc1nc(-n2nc(-c3cccs3)cc2NC(=O)c2cc(=O)c3ccccc3o2)[nH]c(=O)c1C	5	/	0
O=C(N[C@H](CO)Cc1ccccc1)C1CC=CCC1C(=O)N1CCN(c2ccccn2)CC1 (some centres undefined)	-4	-3	-7
Next structures follow.
SMILES	NPYLR7 agonist	mcGAS lum	hcGAS inh
O=C(CCc1ccccc1Cl)NC1CC(=O)N(Cc2cccc(F)c2)C1 (centres undefined)	0	-12	-5
CCOC(=O)C1(Cc2cccc(OC)c2)CCCN(C(=O)Cn2ncc3ccccc32)C1 (centres undefined)	5&-8	-2	-3&1
CC(C)(C)NC(=O)N(Cc1cccc(C(F)(F)F)c1)CC1CC(c2ccc(Cl)o2)=NO1 (centres undefined)	-31	0	1
CCSc1nc2c(c(=O)n1-c1ccc([N+](=O)[O-])cc1)SCC2	0	-8	-6
COCCNC(=O)c1ccccc1N1CCC(NC(=O)CCc2ccccc2)CC1	2	-7	-7
CCN(CCCCCCN)c1cccc2c(=O)[nH][nH]c(=O)c12	5	/	-4
CCC1CSC(=NCCSc2ccc(Cl)cc2)N1 (centres undefined)	-8	/	0
COc1ccc(-n2nnnc2SCc2nc(-c3ccc(C)c(F)c3)no2)cc1	1	-9	-6
NS(=O)(=O)c1ccc(NC(=O)c2c3c(nn2C2CCS(=O)(=O)C2)CCC3)cc1 (centres undefined)	25	/	-3
CC(C)C(NC(=O)CNC(=O)c1ccc(Br)o1)c1nnc2n1CCC2 (centres undefined)	1	/	-7
O=C(Nc1ccc(NC2CCCCC2)cc1)c1cnsn1	0	/	-13
COc1cccc(C2c3cc(OC)c(OC)c(OC)c3CCN2C(=O)C(F)(F)F)c1 (centres undefined)	-4	/	-10
O=C(Cc1ccccc1)NCCn1nc(-c2cccs2)ccc1=O	-1	-7	4
NC(=Nc1ccccc1)NC(=O)c1nc(Cl)c(N)nc1N	3	-3	14
CNC(=O)[C@@H]1C[C@H](N)CN1C1CSCCSC1	-4	/	-6
CC(c1ccccc1)n1c(SCC(=O)O)nnc1-c1cnccn1 (centres undefined)	4	/	-3
CN1CCN(c2onc(-c3ccccc3)c2CNCc2ccccc2F)CC1	34	/	-6
Cc1[nH]c(=O)n(C)c(=O)c1CCc1nnc(SCC(=O)N2CCc3ccccc32)o1	-8	-9	-4
COc1cccc(NC(=O)c2ccc(C(F)(F)F)nc2)c1	-1	/	-15
c1ccc(CNc2nc3ccccc3c3nncn23)cc1	-2	/	-5
C=CCN(C)C(=O)[C@@H](C)C1CC[C@@]2(C)Cc3sc(Nc4cc(OC)ccc4OC)nc3[C@@H](C)[C@@H]2[C@H]1O (some centres undefined)	-3	-8	-3
Cc1ccc(C(C)C)cc1OC(C)C(=O)NCc1ccc(C(=O)N2CCCC2)cc1 (centres undefined)	0	/	-9
Cc1ccccc1CC(C1CCN(C(=O)c2ccc3ccccc3c2)CC1)N(C)C(=O)C1CCC1 (centres undefined)	-2	-27	-7
CSCCOC(=O)C1=C(C)NC(=O)NC1c1cccc(Cl)c1 (centres undefined)	-3	-6	-6
COc1ccccc1CCCNC(=O)[C@@H]1CCC(=O)N1	/	-9	-3
Following part.
SMILES	NPYLR7 agonist	mcGAS lum	hcGAS inh
Cc1cc(C)n(-c2ccc(-n3cnnc3)cc2)n1	3	/	-7
CN(C)c1ccc(-n2cccc2/C=C/[N+](=O)[O-])cc1	-2	-7	-8
CC(Nc1ncnc2sccc12)c1ccc(-n2cncn2)cc1 (centres undefined)	13	/	-3
CCn1cc(C(=O)N2CCN(CC(=O)c3ccc(OC)cc3)CC2)c2nn(-c3ccccc3)c(=O)c-2c1	-3	-9	-12
N#CCCN(C(=O)c1coc2c1C(=O)CCC2)C1CC1	9	/	-11
COC(=O)C(c1ccc(F)cc1Cl)C1C=CC(NC(=O)Cc2cc(OC)ccc2OC)C1 (centres undefined)	2	-8	-5
O=C(CSC1=Nc2ccccc2C2CC=NN12)Nc1ccc2ccccc2c1 (centres undefined)	0	/	-4
Cc1c(C)c2n(C)c3ccccc3n2c1C(=O)NC(=O)c1ccccc1	0	/	-4
CC(C(=O)N1CCOCC1)S(=O)(=O)c1nnc(C2CC2)n1C (centres undefined)	-1	/	6
CC(C)CN(Cc1cccc(O)c1)Cc1cnn(C)c1	6	-2	0
CCS(=O)(=O)c1cccc(C(=O)N(Cc2ccccn2)c2nc3c(F)cc(F)cc3s2)c1	-3	-7	-6
CCN(CC(=O)Nc1ccc2c(c1)OCCO2)C(=O)Cn1c(C)csc1=O	-3	/	3
COc1ccc(NC(=O)c2cnn3c(C(F)(F)F)cc(-c4ccc(C)cc4)nc23)cc1OC	1	-6	-4
Cc1ccsc1CN(C(=O)c1onc2ccccc12)C1CC1	14	/	-5
COCCN(Cc1ccc(F)cc1F)CC(O)COCC(C)C (centres undefined)	15	-2	0
CC(Cn1ccnc1)NC(=O)c1ccccc1N(C)C(=O)c1cccs1 (centres undefined)	5	/	-2
COc1ccc(C(=O)N(Cc2cc(NC(=O)c3cccc(F)c3)ccc2N(C)C)C2CC2)cc1	/	-4	-3
CSc1ccc(-c2nccn2CCCn2ccnc2)cc1	0	-11	-6
Nc1[nH]c(=O)[nH]c(=O)c1N=Nc1ccc2c(c1)OCCO2	-14	/	3
CC(C)NC(=O)CN1CCN(Cc2nc(Cc3cccc(F)c3)no2)CC1	-4	-12	-10
CC(NCc1ccc(N(C)CCC#N)cc1)C1CC2CCC1C2 (centres undefined)	21	/	-7
COc1ccc(-n2c(-c3ccccc3)cc(C(=O)N3CCC4(CC3)OCCO4)c2C)c(OC)c1	-10	-5	-15
COc1ccc(-c2[nH]ncc2CN2CCN(Cc3csc(C)n3)CC2)c(F)c1	13	/	-9
CCOc1nc2c(c(=O)n(C)c(=O)n2C)n1C	4	-5	-5
CCC(=O)Nc1c(-c2cccc(F)c2)nc2cc(C)ccn12	-17	0	0
Next section:
SMILES	NPYLR7 agonist	mcGAS lum	hcGAS inh
CCn1c(SCCC(N)=O)nnc1-c1ccco1	2	-8	-7
O=C(NCCCS(=O)(=O)N1CCN(c2ccc(F)cc2)CC1)c1ccc(=O)[nH]c1	-1	-2	3
CO[C@H]1C(=O)N(C)C2(CCN(C(=O)c3ccccc3)CC2)[C@@H]1C(=O)Nc1ccccc1	23	-5	1
O=C(Nc1ccc(C(F)(F)F)cc1)N1CC(=O)N2CCc3c(F)cccc3C2C1 (centres undefined)	15	-5	-6
CSc1ccccc1C(=O)N1CCc2c(c(C(=O)N(C)Cc3cscn3)nn2CC2CC2)C1	12	-17	-4
CC(=O)c1ccc(NC(=O)c2cc3ccccc3oc2=O)cc1	3	-3	-7
CCCCN(CC(=O)N1c2ccccc2-n2cccc2C1c1cc(OC)ccc1OC)C(=O)C1CCC1 (centres undefined)	2	1	-1
Cc1ccc(Nc2nc(N3CCN(c4ccc(F)cc4)CC3)nc3nccnc23)cc1	4	/	2
CCOc1ccc(N2CCn3c2nc2c3c(=O)n(CCOC)c(=O)n2C)cc1	1	/	-10
